# Source: PubChem BioAssay
# MEKK2wt PB1 HTS: raises or lowers MEK5 binding to wildtype human MEKK2 PB1 domain; Q9Y2U5; bead flow cytometry, Alexa488-MEK5 binding to MEKK2 WT; actives lie on both sides; binding response (% of control), % at 10 µM; hit rate 1.1% among 290,000; in the data active = binding response below about 67% or above about 130%
# MEKK2mut PB1 HTS: signal of MEK5 binding to mutant human MEKK2 PB1 domain. bead flow cytometry, Alexa488-MEK5 binding to MEKK2 mutant. hit rate 0.35% among 290,000. percent response, % at 10 µM; in the data active = percent response above about 24%, passing the limit was not always enough; note: inactives centre near 1; some results filed as inactive read as strong as hits
# GalR3 antagonist: antagonists of human GalR3; O60755; HEK293 GalR3-CNG cAMP membrane potential fluorescence; galR3 body fused to GalR1 C-terminus; inhibition, % at 3 µM; hit rate 0.44% among 360,000; AID 651719;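 active = inhibition above the screen-wide average plus 3 SD, cut at about 13% in these data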;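 note: forskolin and galanin both at EC90 stimulate the cells; cAMP rise reported by CNG channel membrane potential dye signal; 0% = forskolin plus galanin with DMSO and 100% = forskolin alone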
# Target sequence (O60755 1-299 limits assumed): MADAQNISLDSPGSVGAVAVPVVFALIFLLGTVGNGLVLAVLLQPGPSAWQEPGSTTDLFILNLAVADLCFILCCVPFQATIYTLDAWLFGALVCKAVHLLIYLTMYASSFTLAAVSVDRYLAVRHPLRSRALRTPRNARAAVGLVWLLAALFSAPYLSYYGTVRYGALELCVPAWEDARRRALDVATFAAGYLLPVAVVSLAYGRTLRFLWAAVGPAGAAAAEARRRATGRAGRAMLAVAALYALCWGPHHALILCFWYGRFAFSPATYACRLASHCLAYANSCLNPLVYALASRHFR
# FID counter: fluorescent intercalator displacement, NS3 helicase counter-screen. hit rate 0.17% among 290,000. DNA fluorescent intercalator displacement, fluorescence. AID 1845. inhibition, % at 7.9 µM; in the data active = inhibition above about 37%;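 note: 0% = vehicle and 100% = reference compound; higher means more ethidium bromide displaced from hairpin DNA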
# CRFBP-R2 agonist: CRF-BP/CRF-R2 complex agonism. HEK293 CRF-R2/CRF-BP, calcium dye fluorescence (FLIPR); percent of saturating CRF peptide response. activation, % at 13.2 µM. hit rate 0.46% among 350,000. AID 588473;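 active = activation of at least 50%, plus an integration ratio under a set limit after plate pattern correction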;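 note: plate controls were neutral control wells without compound for no effect and CRF at EC100 for full effect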
# SUMO HTRF inh: blocks human SUMOylation mediated by UBC9 | HTRF SUMOylation assay, SAE1/SAE2 + UBC9, in vitro | inhibition, % at 35 µM | hit rate 0.36% among 290,000 | AID 2006; in the data active = inhibition above about 50%, passing the limit was not always enough; note: strong numbers were not always called active
# Target sequence (P63279 whole entry, looked up): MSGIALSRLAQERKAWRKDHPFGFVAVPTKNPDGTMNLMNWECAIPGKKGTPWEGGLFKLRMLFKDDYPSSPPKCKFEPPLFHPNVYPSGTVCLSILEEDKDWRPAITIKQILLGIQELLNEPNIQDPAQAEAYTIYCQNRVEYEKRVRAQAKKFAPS
# MEKK3 PB1 HTS: raises or lowers MEK5 binding to the human MEKK3 PB1 domain | hit rate 1.4% among 290,000 | bead-based flow cytometry, Alexa488-MEK5 binding to MEKK3; actives lie on both sides; 0 = blocked by unlabeled MEK5, 100 = vehicle | binding response (% of control), % at 10 µM | AID 1529;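 active = binding response more than 3 SD above or below the average of its plate-row segment, actives on both sides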;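 note: Alexa488 bead fluorescence after subtracting the streptavidin-only scavenger bead signal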
# Target sequence (Q99759 whole entry, looked up, the tested form may be a part): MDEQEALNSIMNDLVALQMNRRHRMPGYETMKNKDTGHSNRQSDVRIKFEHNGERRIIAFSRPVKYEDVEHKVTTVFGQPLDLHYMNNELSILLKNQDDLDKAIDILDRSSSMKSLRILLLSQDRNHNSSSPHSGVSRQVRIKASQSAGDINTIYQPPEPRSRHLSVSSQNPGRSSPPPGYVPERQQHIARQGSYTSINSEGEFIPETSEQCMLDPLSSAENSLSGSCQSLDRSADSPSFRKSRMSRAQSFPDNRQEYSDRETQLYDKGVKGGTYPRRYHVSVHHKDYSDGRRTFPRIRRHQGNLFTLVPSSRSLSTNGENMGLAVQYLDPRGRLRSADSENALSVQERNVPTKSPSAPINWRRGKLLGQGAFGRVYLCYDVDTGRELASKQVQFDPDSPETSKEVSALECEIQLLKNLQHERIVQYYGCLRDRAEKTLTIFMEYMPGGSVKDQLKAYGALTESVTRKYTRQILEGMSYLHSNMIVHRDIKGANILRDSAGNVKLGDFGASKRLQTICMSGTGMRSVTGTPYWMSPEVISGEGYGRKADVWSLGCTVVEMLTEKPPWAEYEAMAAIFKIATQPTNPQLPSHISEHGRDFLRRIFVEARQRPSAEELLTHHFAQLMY
# HCV NS3 hel inh: inhibitors of Hepatitis C virus NS3 helicase | hit rate 0.56% among 290,000 | AID 1800 | NS3 helicase DNA unwinding, Cy5 molecular beacon fluorescence | inhibition, % at 10.9 µM;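 active = inhibition above the mean of all tested compounds plus 3 SD, set per campaign, cut at about 35% in these data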;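 note: 0% = DMSO wells and 100% = thioflavine S control wells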
#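 System: HCV NS3 helicase fragment; control set: DMSO and thioflavine S; technique: Cy5 fluorescence at 0 and 60 min, beacon hairpin quenching; reagent: beacon DNA duplex substrate plus ATP; replicates: singlicate; schedule: 1 h reaction at 25 °C, ATP-initiated; medium: MOPS buffer pH 6.5 with MgCl2, DTT, Tween20, BSA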
# CRFR2-BP antag: blocks CRF-induced signaling of the CRF-BP/CRF-R2 complex | hit rate 0.59% among 350,000 | HEK293 CRF-R2/CRF-BP, CRF-induced calcium fluorescence | inhibition, % at 11.8 µM;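 active = inhibition of the ligand-induced calcium signal above about 50% at the single tested concentration, limit read from the data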
# * = called active by the depositor; · = not tested or not shown; & = joins results of further samples.
SMILES,MEKK2wt PB1 HTS,MEKK2mut PB1 HTS,GalR3 antagonist,FID counter,CRFBP-R2 agonist,SUMO HTRF inh,MEKK3 PB1 HTS,HCV NS3 hel inh,CRFR2-BP antag
CC1CCC(C(=O)NC(C(=O)NCCc2ccc(S(N)(=O)=O)cc2)C(C)C)CC1 (centres undefined),108.0,12.0,-8.7,-11.5,-2.7,6.0,106.0,2.9,11.2
CC(C)(C)c1cnnn1-c1ccc(C(=O)CCl)cc1,95.0,0.0,1.2,2.5,-1.2,-8.8,97.0,0.8,-9.8
CCN(Cc1ccncc1)C(=O)C1CCN(S(=O)(=O)c2cccs2)CC1,103.0,-1.0,1.4,-5.6,-1.2,8.8,101.0,-1.9,10.6
CCOC(=O)CSc1cc(=O)n(C)c2cc(Cl)ccc12,·,·,0.7,-18.8,-2.7,-15.5,·,-5.7,-30.7
CC1/C(=N/O)CC(c2ccccc2)N(C)C1c1ccccc1 (centres undefined),101.0,12.0,-4.6,-5.2,-1.2,-7.0,112.0,-6.0,8.4
O=C(c1cccc([N+](=O)[O-])c1)c1ccc2c(c1)C(=O)NC2=O,99.0,-5.0,-2.3,1.7,1.1,9.1,108.0,2.4,-10.2
CC(C)[N+](C)(C)CC(O)CN(c1ccccc1)c1ccccc1 (centres undefined),88.0,-11.0,-4.6,7.8,3.5,4.8,100.0,3.0,-9.7
Cc1ccccc1-c1cnn(-c2cccc([N+](=O)[O-])c2)c1N,98.0,-1.0,-8.6,11.4,-0.1,-17.1,101.0,-0.7,-7.5
CCc1ccc(CNC(=O)C2CCC(=O)N(CCc3ccc(Cl)cc3)C2)nc1 (centres undefined),100.0,3.0,-2.6,-30.8,-0.6,-15.5,100.0,-2.0,18.6
Cc1cc(O)c(-c2cc(C(=O)Nc3ccc(S(=O)(=O)N4CCOCC4)cc3)[nH]n2)cc1C,97.0,-7.0,0.7,3.1,0.3,-10.4,92.0,-17.1,-16.8
Cc1cc(=O)oc2cc(OCC(=O)Nc3ccc(CN4CCOCC4)cc3)c(Cl)cc12,104.0,1.0,3.0,7.3,8.6,16.4,104.0,-4.7,-33.0
Cc1cc(Nc2cc(F)ccc2C)n2nc(C)nc2n1,97.0,-4.0,1.2,1.9,-2.1,5.2,101.0,8.6,-4.1
COc1cc2c(cc1OC)CN(C(=O)c1oc3ccccc3c1C)CC2,97.0,-5.0,-8.9,-36.8,-0.8,-6.8,99.0,-11.7,16.1
Cc1cc(C)c(S(=O)(=O)N2CCCC(C(=O)N3CCOCC3)C2)c(C)c1 (centres undefined),104.0,2.0,0.8,-45.3,-1.0,-0.3,104.0,-1.2,1.7
N#CCc1c(C#N)c(N)nc(Nc2ccccc2)c1C#N,92.0,-11.0,-5.7,-7.4,-1.4,20.4,92.0,-2.9,-4.9
Cc1ccc(Sc2nc3ccc(C)cn3c(=O)c2/C=N/O)cc1,108.0,0.0,-4.8,-3.6,0.6,20.5,103.0,3.9,23.0
O=S(=O)(c1ccccc1)N1CCN(C(=S)Nc2ccccc2Cl)CC1,94.0,1.0,-0.7,-19.9,-1.0,0.1,99.0,-2.8,1.6
CCN(CC)CCCCOc1ccccc1OC,98.0,0.0,-1.9,2.5,-2.2,1.5,97.0,-2.3,-3.0
O=C(c1ccc(N2CN(C(=O)c3ccco3)c3nc4ccccc4nc32)cc1)N1CCOCC1,106.0,8.0,0.3,0.3,2.7,-0.5,109.0,0.6,-14.3
COc1ccc(C2CC(c3ccccc3)=NN2C(=S)Nc2ccccc2)cc1 (centres undefined),111.0,1.0,-4.7,2.0,0.8,6.6,118.0,0.7,-4.2
CCC(Oc1ccc(F)cc1)C(=O)N1CCCCCCC1 (centres undefined),105.0,5.0,-5.9,-10.8,-1.0,11.9,101.0,-0.5,7.5
O=C(CSc1nc2nc[nH]c2c(=O)[nH]1)NC1CCCCC1,104.0,3.0,-1.3,0.0,-0.4,-7.2,102.0,9.3,8.4
O=C(NNS(=O)(=O)c1ccccc1)C1CC(c2cccnc2)=NO1 (centres undefined),103.0,-2.0,0.8,3.1,-0.3,14.7,103.0,-2.6,1.0
COc1cccc(CN(C(=O)COc2ccc(C)cc2)C2CCS(=O)(=O)C2)c1 (centres undefined),104.0,3.0,-8.3,-40.7,-0.3,-4.1,104.0,-0.9,2.1

# Entries of single compounds, quoted from the list:
# `N#CCc1c(C#N)c(N)nc(Nc2ccccc2)c1C#N` as listed: MEKK2wt PB1 HTS = 92.0; MEKK2mut PB1 HTS = -11.0; GalR3 antagonist = -5.7; FID counter = -7.4; CRFBP-R2 agonist = -1.4; SUMO HTRF inh = 20.4; MEKK3 PB1 HTS = 92.0; HCV NS3 hel inh = -2.9; CRFR2-BP antag = -4.9
# `Cc1cc(C)c(S(=O)(=O)N2CCCC(C(=O)N3CCOCC3)C2)c(C)c1` (centres undefined) as listed: MEKK2wt PB1 HTS = 104.0; MEKK2mut PB1 HTS = 2.0; GalR3 antagonist = 0.8; FID counter = -45.3; CRFBP-R2 agonist = -1.0; SUMO HTRF inh = -0.3; MEKK3 PB1 HTS = 104.0; HCV NS3 hel inh = -1.2; CRFR2-BP antag = 1.7

# Other compounds follow:
SMILES,MEKK2wt PB1 HTS,MEKK2mut PB1 HTS,GalR3 antagonist,FID counter,CRFBP-R2 agonist,SUMO HTRF inh,MEKK3 PB1 HTS,HCV NS3 hel inh,CRFR2-BP antag
CCn1c2ccccc2c2cc(NC(=O)COC(=O)c3cccc(S(=O)(=O)NC)c3)ccc21,120.0,0.0,1.9,-5.4,-3.0,-17.9,108.0,-20.3,-33.2
Cc1ccnc(NC(=O)c2cccc(NC(=O)Cc3ccccc3)c2)c1,97.0,1.0,-9.2,-12.9,2.1,3.5,98.0,-3.2,17.3
CCOc1ccc(CCNc2nc3c(c(=O)n(C)c(=O)n3C)n2CC)cc1OCC,100.0,3.0,-9.6,-1.4,0.8,-4.4,100.0,-2.6,9.0
COc1ccc(CNC(=O)c2nccnc2CO)cc1,106.0,1.0,-3.7,-0.5,0.6,8.1,104.0,6.7,11.0
CCCCOC(=O)Nc1nc2ccc([N+](=O)[O-])cc2s1,97.0,-4.0,-3.8,0.8,0.0,-15.1,98.0,-1.0,-22.3
CCCC(=O)Nc1ccc(C(N)=O)cc1,101.0,-1.0,-3.0,0.1,-1.3,8.9,99.0,1.4,-3.3
O=C1CCCc2ccccc2N1Cc1c(Cl)cccc1Cl,99.0,6.0,-0.8,-16.6,-3.6,0.6,103.0,-20.2,24.9
CCOC(=O)N1CCN(S(=O)(=O)c2ccc(C)cc2)C1c1ccccc1 (centres undefined),91.0,-2.0,-6.1,-24.1,-1.1,14.3,101.0,4.0,-8.3
Cc1nnsc1C(=O)Nc1ccc(S(=O)(=O)N2CCC(C)CC2)cc1,91.0,-9.0,-8.3,-7.9,0.4,-14.5,96.0,-6.8,2.9
CCOC(=O)C1CCN(CC(O)COc2ccc(C(C)=O)cc2)CC1 (centres undefined),114.0,5.0,·,-0.3,-0.8,12.7,110.0,-4.6,3.0
CCC(CC)c1nnc(NC(=O)c2ccc3c(c2)OCO3)s1,99.0,2.0,-8.0,-32.3,1.7,-2.8,103.0,-4.9,-20.2
Cc1ccc(S(=O)(=O)N(C)/N=C/C=C/c2ccccc2)cc1,99.0,4.0,-0.8,3.3,-0.2,-5.8,98.0,8.5,-1.6
O=C(Nc1cccc(F)c1)C1CCN(C(=O)N2CCOc3ccccc32)CC1,98.0,4.0,·,-28.6,-1.0,-4.3,101.0,-15.1,-10.0
CCOC(=O)c1cc(NC(=O)c2ccc(C)cc2)c(=O)oc1-c1ccccc1,100.0,3.0,-6.8,-2.0,0.5,-5.2,104.0,5.2,-4.0
COc1ccc(C(=O)Nc2cccnc2)cc1,94.0,-3.0,1.5,1.2,1.4,10.7,89.0,3.6,11.1
CC(C)Cc1nc2oc3c(Cl)ncnc3c2c2c1CCCC2,101.0,2.0,-4.2,-1.9,0.5,-11.2,96.0,18.0,-7.4
Cc1cc(-c2csc(NC(=O)c3ccccc3C(F)(F)F)n2)c(C)n1Cc1ccccc1,99.0,15.0,-1.7,-10.3,0.1,7.4,104.0,49.8*,-35.3
O=[N+]([O-])c1ccc(CSc2nnc(-c3cnccn3)o2)cc1,110.0,2.0,-3.2,3.5,-0.6,-15.2,112.0,3.1,1.0
Cn1cnnc1-c1cccc(NC(=O)c2cc(F)c(F)cc2Cl)c1,123.0,1.0,9.6,-0.1,-0.4,2.0,135.0*,4.0,8.2
O=C(COC(=O)C12CC3CC(CC(C3)C1)C2)Nc1nc2c(F)c(F)c(F)cc2s1,102.0,-2.0,-3.9,-2.9,1.6,6.9,102.0,0.5,-15.3
CCCNCC(O)COc1ccccc1C(=O)CCc1ccccc1 (centres undefined),92.0,4.0,-6.6,11.6,-1.3,-1.7,89.0,-24.9,-3.9
C/C(=N/Nc1nc(-c2ccccc2F)nc2ccccc12)c1ccccc1O,94.0,-5.0,-3.4,-1.5,3.8,23.3,97.0,-4.7,-18.5
O=C(Nc1ccc2c(c1)CCC2)c1cccc(S(=O)(=O)N2CCN(c3ccccc3)CC2)c1,104.0,2.0,-4.6,0.5,10.0,-12.1,107.0,5.9,-5.0
O=[N+]([O-])c1cnn2cc(Br)cnc12,107.0,0.0,-0.1,0.7,-0.1,-0.4,117.0,-0.3,-4.5
O=[N+]([O-])c1ccc(N/N=C\c2cccnc2)nc1,93.0,-4.0,7.2,1.6,-0.8,29.0,88.0,-5.8,-1.6
O=C(NCCc1ccccn1)c1nc(Cn2ccc([N+](=O)[O-])n2)no1,100.0,-1.0,-6.5,-5.2,0.2,3.6,101.0,10.5,-1.1
CN(C)c1nn(C(=O)Nc2ccc(Cl)cc2Cl)cc1-c1ccccc1,99.0,0.0,-2.1,0.9,-1.5,-5.6,104.0,-4.3,-7.5
CCOC(=O)c1cnc(SCC)[nH]c1=O,105.0&100.0,5.0&2.0,-5.1,0.0&-5.7,-1.1,-3.9&6.7,105.0&102.0,0.5&-2.6,3.9
CCCOc1ccc(C(=O)N/N=C/c2ccc(-c3ccc(S(=O)(=O)Nc4ncccn4)cc3)o2)cc1,94.0,4.0,-5.4,-36.6,2.2,-14.9,95.0,13.8,-12.2
O=C(Cn1c2[n+](c3ccc(C(F)(F)F)cc31)CCCCC2)c1cccc([N+](=O)[O-])c1,95.0,-7.0,0.2,10.5,1.9,14.9,97.0,-12.7,-14.2
CCCCN(CCCC)c1nc2ccccc2nc1C(C#N)C(=O)NCCCOC (centres undefined),94.0,-2.0,-5.0,-13.3,7.0,32.2,96.0,8.0,-7.0
c1ccc(-c2nc(-c3cccnc3)n[nH]2)cc1,106.0,2.0,-4.9,-2.9,·,4.6,100.0,2.6,·
CCOC(=O)c1c(NC(=O)c2ccn(CC)n2)sc2c1CCCC2,120.0,8.0,-4.5,-11.0,1.4,-5.7,110.0,6.2,-57.8
CCC(=O)Nc1c(-c2cccs2)c(=O)c2ccccc2n1C,96.0,1.0,-0.4,-0.2,-1.2,22.7,104.0,0.1,6.8
O=C(CSc1nc2ccccc2c(=O)n1-c1ccccc1)NCc1ccco1,101.0,-2.0,-5.7,-11.5,-2.6,0.9,97.0,-3.9,-1.1
CC(=O)Nc1ccc(-c2csc(NC=C3C(=O)OC(C)(C)OC3=O)n2)cc1,98.0,-6.0,-6.4,5.3,0.9,4.5,106.0,-8.7,6.0
C=CCN1C(=O)C2(OCCCO2)c2c(C)ccc(C)c21,97.0,-5.0,-4.6,-12.8,-2.6,-6.2,99.0,3.8,-27.3

# The list is partial; count on the stated rates, not on these rows.
